USP2a inh: qHTS Assay for Inhibitors of Ubiquitin-specific Protease USP2a Using CHOP2 as the Reporter; Ubiquitin carboxyl-terminal hydrolase 2 (Homo sapiens), O75604; USP2 core, Ub-CHOP2 coupled fluorogenic reporter, 485/531; Potency, µM (doses to about 38.3 µM), inactives show top-dose activity change, negative = inhibition, actives largely listed as inhibitors; 330,000 tested, 0.01% active; AID 463254, 2010;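 further: potency means the concentration at half of the fitted maximal effect; plate controls were DMSO wells for no effect and full inhibition by NEM control for full effect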
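Cell-free coupled assay: 10nM USP2 core preincubated 30min RT with compound in Tris-HCl pH 8.0/CaCl2/CHAPS buffer, then 25nM Ub-CHOP2 and 25nM reporter substrate; fluorescence (Ex 485/Em 531) read after 60min RT, normalized to NEM inhibition, concentration-response curves fitted.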
KCNH2 3.1 inh: qHTS for Inhibitors of KCHN2 3.1: Mutant qHTS. Potassium voltage-gated channel subfamily H member 2, brain isoform KCNH2 3.1 (human). U2OS KCNH2 3.1, thallium flux FluxOr; hits give low values. activity change, % (tested at about 1.8 µM). 340,000 tested, 0.95% active. AID 720553, 2013;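 active means maximum activity change below -70%; inconclusive means maximum activity change from -70% to -50%; inactive means maximum activity change above -50%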;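 further: thallium influx rate constant from kinetic fluorescence after stimulation buffer; on the % scale 0 is the no-effect control and ±100 the full control effect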
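We transduce U2OS cells with the mutant 3.1 virus, culture them overnight, load FluxOr with Red40 quencher for 45 min, then add stimulation buffer and read kinetically for 2 min to derive a normalized rate constant.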
Eya2 phos inh: qHTS Assay for Inhibitors of the Phosphatase Activity of Eya2; Protein phosphatase EYA2 (Homo sapiens), O00167; recombinant Eya2, OMFP fluorescence dephosphorylation (OMFP is methylfluorescein phosphate); Potency, µM (titrated, usually from 76.9 µM), for inactives: at the top dose activity, negative = inhibition, usual class: inhibitors; 330,000 tested, 0.006% active; further: potency means the concentration at half of the fitted maximal effect; on the % scale 0 is the no-effect control and ±100 the full control effect
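Eya2 protein (added as 0.2 uM solution) was preincubated with compound for 10 min at ambient temperature in 50 mM HEPES pH 7.5, 50 mM NaCl, 5 uM MgCl2, 0.05% BSA, 1 mM DTT. OMFP (added at 50 uM) then reacted 10 min; fluorescence read at 485/525 nm.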
ELG1 repair inh: qHTS screen for small molecules that inhibit ELG1-dependent DNA repair in human embryonic kidney (HEK293T) cells expressing luciferase-tagged ELG1; HEK293T ELG1-luciferase reporter, luminescence, 16 h; DNA damage induced by 5-fluorouridine; Potency, µM (doses to about 46.1 µM), for inactives: at the top dose activity change, negative = inhibition, hits mostly inhibitors; 330,000 tested, 2.3% active; further: potency means the concentration at half of the fitted maximal effect; on the % scale 0 is the no-effect control and ±100 the full control effect; nearly all actives have a fitted effect of over 55% in size
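HEK293T cells expressing luciferase-tagged ELG1 (2,000/well) received 5-Fluorouridine plus compound or DMSO for 16 hr at 37 °C. Luciferase was read by ONE-Glo luminescence after 30 min at room temperature.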
A-T KAP1 phos: qHTS Assay for Identifying a Potential Treatment of Ataxia-Telangiectasia | […] A-T fibroblasts, KAP-1 phosphorylation AlphaLISA; neocarzinostatin DNA damage 30 min before lysis | Potency, µM (doses to about 57.5 µM), for inactives: at the highest dose activation, most hits filed as activators | 320,000 tested, 0.19% active; further: potency means the concentration at half of the fitted maximal effect; % of control where 0% means no effect; nearly all actives have a fitted effect of over 45% in size
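hTERT-immortalized A-T patient fibroblasts ([…]), 500 cells/well in OPTI-MEM, 1% FBS, got compounds for 60 min, then NCS for 30 min at 37C. Lysates were then assayed for phospho-KAP-1 by AlphaLISA (anti-pKAP1 donor, anti-KAP1 acceptor beads), 6 hr at 25C.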
Mito fusion act: qHTS Assay for Small Molecule Inhibitors of Mitochondrial Division or Activators of Mitochondrial Fusion; 320,000 tested, 0.23% active; AID 485298, 2010; S. cerevisiae fusion-defective mutant growth rescue, CellTiterGlo 48 h; Potency, µM (titrated, usually from 46.1 µM), for the others: at the highest dose growth rescue (activation), hits mostly activators;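 further: potency means the concentration at half of the fitted maximal effect; % of control where 0% means no effect; nearly all actives have a fitted effect of over 45% in size; temperature-sensitive fusion mutants such as fzo1-1 at 37 °C on non-fermentable ethanol glycerol medium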
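Read-out: ATP-based luminescence (CellTiterGlo, 10 min ambient) reporting growth of fusion-defective ts yeast after 48 hours at 37C on glycerol/ethanol YPEG medium in the presence of compound.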
TCR activator: Activators of T cell receptors: qHTS campaign. primary human leukocytes, anti-CD3, IL-2 HTRF, 48 h. Potency, µM (series often up to 9.22 µM), for the others: at the highest dose activation of IL-2 secretion, most hits filed as activators. 330,000 tested, under 10 active. AID 504894, 2011; further: % of control where 0% means no effect
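Human primary leukocytes + a-CD3 beads + cpd, 48 hr; IL-2 in supernatant by HTRF (ex 320nm / em 665nm). No co-stimulatory signal supplied.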
TSHR antag: Antagonists of the Thyroid Stimulating Hormone Receptor: HTS campaign; activity change, negative = inhibition, % at 11.5 µM; 330,000 tested, 0.2% active; TSHR-expressing cells, TSH-stimulated cAMP HTRF, 2 h; hits give low values; Thyrotropin receptor (Homo sapiens), P16473;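 active means activity change below a set negative limit, meaning inhibition stronger than a set level, cut at about -70% in these data; inconclusive means activity change between two set negative limits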; further: on the % scale 0 is the no-effect control and ±100 the full control effect
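Competitive HTRF cAMP read-out (cryptate anti-cAMP antibody, cAMP-d2; 30 min, room temperature) in freshly harvested TSHR cells. Compounds added before TSH at EC80 (4nM final), followed by 2 hours' incubation at 37 deg C.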
KCNH2 WT inh: qHTS for Inhibitors of KCHN2 3.1: Wildtype qHTS | U2OS, BacMam KCNH2, thallium flux FluxOr; hits give low values | activity change, % at 1.84 µM | 340,000 tested, 0.37% active | AID 720551, 2013;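 active means maximum activity change below -70%; inconclusive means maximum activity change between -70% and -50%; inactive means maximum activity change above -50%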; further: on the % scale 0 is the no-effect control and ±100 the full control effect
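U2OS cells transduced with wild-type KCNH2 virus are loaded with FluxOr dye for 45 min, and thallium flux is measured in kinetic reads before and after stimulation buffer. Rate constants are normalized to DMSO controls.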
TRPV1 agonist: HTS Assay for Compounds that Act as Agonists of the Vanilloid Receptor 1; TRPV1-expressing cells, Fluo-8 calcium influx, agonist mode; 320,000 tested, 0.19% active; activation, % at 8.33 µM; in the data active means activation above about 80%; inconclusive means between about 30% and that limit; further: 0% is about no effect
Target sequence (Q8NER1 whole entry, looked up): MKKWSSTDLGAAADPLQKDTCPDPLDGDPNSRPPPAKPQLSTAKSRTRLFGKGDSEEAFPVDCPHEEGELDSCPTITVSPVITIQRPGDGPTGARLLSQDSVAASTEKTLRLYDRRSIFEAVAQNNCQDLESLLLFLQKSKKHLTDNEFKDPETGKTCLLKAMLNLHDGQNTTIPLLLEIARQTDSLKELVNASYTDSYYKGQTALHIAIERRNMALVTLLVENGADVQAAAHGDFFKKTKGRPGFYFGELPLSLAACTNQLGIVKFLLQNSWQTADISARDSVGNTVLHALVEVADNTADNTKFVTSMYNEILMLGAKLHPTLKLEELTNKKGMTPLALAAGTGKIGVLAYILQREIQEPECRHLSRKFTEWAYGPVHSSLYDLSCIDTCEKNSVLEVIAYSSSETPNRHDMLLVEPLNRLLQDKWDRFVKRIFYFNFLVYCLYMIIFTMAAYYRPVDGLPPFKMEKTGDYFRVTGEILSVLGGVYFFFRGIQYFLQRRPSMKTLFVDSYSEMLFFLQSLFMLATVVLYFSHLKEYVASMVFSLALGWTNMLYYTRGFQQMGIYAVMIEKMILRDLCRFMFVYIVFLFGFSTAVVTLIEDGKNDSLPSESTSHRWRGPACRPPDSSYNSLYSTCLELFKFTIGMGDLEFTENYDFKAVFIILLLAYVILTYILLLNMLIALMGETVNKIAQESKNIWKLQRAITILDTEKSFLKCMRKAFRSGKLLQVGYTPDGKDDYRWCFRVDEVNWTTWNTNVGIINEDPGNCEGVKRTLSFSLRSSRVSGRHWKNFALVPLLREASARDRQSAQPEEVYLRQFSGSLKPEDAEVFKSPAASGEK
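Cells expressing TRPV1 were dye-loaded with Fluo-8 and read kinetically: 10 s baseline, 3 min after compound (agonist portion), then 2 min after EC20 capsaicin (allosteric enhancer portion). Calcium-bound dye fluorescence at 480/520 nm.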
An asterisk follows results filed as active; ? = inconclusive; / = not tested or not shown; [ ] = remark or other dose. Unless noted, the call rests on the fitted dose curve; in most records, active means well fitted curve in the direction sought with a large enough effect; inconclusive means small, poorly fitted or top-dose-only effect, or another doubt; inactive means no such curve, though single readings can be large; an effect the other way counts as inactive or inconclusive.

SMILES | USP2a inh | KCNH2 3.1 inh | Eya2 phos inh | ELG1 repair inh | A-T KAP1 phos | Mito fusion act | TCR activator | TSHR antag | KCNH2 WT inh | TRPV1 agonist
CCCCNC(=O)c1ccccc1NC(=O)C1=C(C)OCCS1 | 1.5% | -3.6 | 7.5% | 1.6% | -2.8% | 9.0% | -1.8% | 6.6 | 1.6 | 12.8
CN(C)c1cccc(C(=O)N2CCC(n3nccc3NC(=O)C3CCOC3)CC2)c1 (centres undefined) | 3.1% | -30.2 | 6.7% | -1.4% | 3.0% | 0.7% | -6.3% | -2.8 | 6.7 | 2.3
COc1ccc(CNCC(=O)Nc2cc(OC)cc(OC)c2)cc1 | -1.5% | 4.7 | -25.5% | ? | 1.9% | -42.8%[inhibitor] | 3.7% | 5.6 | -5.2 | -10.0
Cc1ccc(-c2cc(C(=O)Nc3c(C)n(C)n(-c4ccccc4)c3=O)[nH]n2)c(O)c1 | -2.5% | 4.2 | -0.3% | -16.2% | -2.1% | 2.0% | -0.6% | -5.8 | 8.6 | 2.9
COc1ccc(Br)cc1CN(C)CC(=O)Nc1cccc(S(=O)(=O)N2CCCC2)c1 | -1.4% | -14.6 | -43.6% | ? | 0.4% | / | -0.4% | -21.2 | 6.1 | /
COc1ccccc1C(=O)Nc1ccc2c(c1)CCCN2C(=O)c1cccs1 | -0.3% | -1.0 | -4.6% | ? | -7.3% | -8.8% | -4.6% | 9.0 | -0.8 | 5.2
CCN1CCN(C(c2cccs2)C(C)NC(=O)C(=O)N2CCCCC2)CC1 (centres undefined) | 0.7% | 12.0 | -1.1% | ? | 7.4% | -2.7% | 7.8% | -0.2 | 2.7 | 1.3
Cc1ccc(S(=O)(=O)N2CCCC2)s1 | -0.8% | -6.6 | -4.6% | 14.6% | -7.0% | 3.1% | -8.3% | 7.8 | -4.6 | -1.6
CC(C)Cn1c(N)c(C(=O)NCCN2CCOCC2)c2nc3ccccc3nc21 | -12.4% | -29.0 | -31.2% | ? | / | -1.4% | -6.0% | -18.6 | 0.2 | -3.4
CSc1nc2ccc(NC(=O)c3ccc(=O)[nH]c3)cc2s1 | -1.2% | -3.8 | -2.1% | 5.1% | -1.0% | 2.2% | 1.9% | -3.1 | 0.7 | 1.7
O=C1N[C@H](Cc2ccccc2)COC(=O)[C@H](Cc2ccc(F)cc2)CC/C=C/C[C@H]1CC(=O)N(CCO)Cc1ccccc1 | -4.8% | / | 12.9% | ? | -4.2% | / | -0.6% | 2.5 | / | /
CCCCC(=O)Nc1sc2c(c1C#N)CC(C)(C)OC2 | -9.6% | -2.6 | -15.4% | 11.8% | 8.1% | 3.1% | -10.7% | -3.3 | -0.2 | 2.0
Cc1onc(-c2c(F)cccc2Cl)c1C(=O)OCC(=O)NCc1ccccc1 | -1.7% | 5.8 | 10.1% | ? | 11.8% | 14.8% | 0.1% | 5.3 | 35.9 | -2.9
O=C(CSc1ccc2c(c1)OCCO2)N1CCN(c2ccccc2)CC1 | 0.8% | 5.5 | 0.9% | ? | 8.7% | 4.4% | -3.2% | 1.1 | 1.4 | 12.9
Fc1c(CSC(=S)N2CCOCC2)cccc1CSC(=S)N1CCOCC1 | 4.8% | -195.6* | 12.8% | 23.1µM* | 6.5% | -1.4% | -2.3% | -11.0 | -151.7* | 2.3
CCN(Cc1ccccc1)C(=O)COC(=O)c1n[nH]c2ccccc12 | 2.3% | -4.2 | -27.4% | 8.9% | -2.5% | 0.6% | 2.6% | 9.7 | 36.9 | 1.4
CCNC(=O)COC(=O)CCNC(=O)c1ccc(Cl)cc1 | -1.0% | -2.9 | 7.5% | -0.1% | -0.5% | -1.4% | -6.1% | -6.5 | 4.2 | 1.5
CC(C(=O)Nc1ccc(F)cc1Cl)N1CCN(S(=O)(=O)c2cccs2)CC1 (centres undefined) | -0.1% | -21.3 | 9.3% | ? | -2.6% | 21.8% | 8.6% | 0.9 | 18.2 | 3.8
Cc1csc(=O)n1CCC(=O)OCc1nnc(-c2ccccc2Cl)o1 | -1.3% | 2.6 | 2.3% | 0.0% | 7.1% | / | -1.9% | / | -85.5* | /
Cc1ccc(C2CC(=O)c3cnc(NC(=O)c4ccco4)nc3C2)cc1 (centres undefined) | -0.6% | -8.8 | 5.8% | 0.0% | 3.5% | 4.8% | 1.2% | 4.1 | 0.5 | ?
CC(=O)Nc1ccc(S(=O)(=O)NCCc2ccc(F)cc2)cc1 | 4.6% | 8.7 | 5.5% | 0.0% | -1.4% | 2.6% | / | -0.9 | 3.3 | -1.7
Cc1cccc(NCc2cc(Cl)cc(Cl)c2O)n1 | -2.1% | -3.6 | -3.4% | -4.5% | 10.3% | ? | 0.4%[46.1 µM] | -8.3 | -7.6 | 1.3
COCC(C)n1c(C)cc(C(=O)Cn2nc(C(=O)O)c3ccccc3c2=O)c1C (centres undefined) | 0.7% | 2.8 | 16.6% | ? | -4.4% | 6.8% | 2.7% | -4.4 | -0.4 | -0.5
O=C(NNC(=O)c1ccccc1F)c1ccco1 | 0.0% | -5.2 | -0.9% | ? | 4.1% | 1.4% | -0.9% | -6.2 | 0.7 | -2.6
CSC1=NCCN1C(=O)Cc1ccc(Cl)cc1 | 2.9% | -2.4 | 0.2% | -4.8% | -2.0% | 0.3% | 0.5% | 6.1 | 1.3 | -1.1
CCC(C)(C)n1nnnc1C(c1cccs1)N1CCCCC1 (centres undefined) | 3.3% | -7.5 | -9.1% | -1.4% | -5.4% | 6.3% | -10.4% | 2.8 | -1.5 | 20.4
Cc1cc(C(=O)NCCc2ccccc2)c2cc(F)ccc2n1 | 0.1% | 0.9 | 13.8% | 0.4% | 3.8% | 5.0% | -4.9% | -0.2 | 9.9 | 20.0
O=C(COC(=O)C1CCN(/C=C/C(=O)C(F)(F)F)CC1)Nc1ccccc1 | 6.2% | 0.3 | 2.6% | 1.5% | 4.2% | -3.9% | 3.2%[46.1 µM] | -3.4 | -2.2 | 20.7
C/C(=N\NC(=O)CCc1ccccc1)C1C(=O)c2ccccc2C1=O | -0.2% | 4.6 | 1.3% | ? | -5.3% | 0.0% | / | -11.1 | -3.6 | -0.2
NS(=O)(=O)c1ccc(NC(=O)COC(=O)CCC2CCCC2)cc1 | -0.3% | 9.6 | -20.1% | 16.7% | -0.3% | -0.1% | -2.0% | -2.9 | -5.0 | 29.5
Cc1ccc(NC(=O)CC2CS(=O)(=O)CC2CC(=O)Nc2ccc(C)c(C)c2)cc1C (centres undefined) | 1.9% | -5.1 | 3.3% | 1.9% | 2.6% | 1.1% | -6.1% | -7.6 | 3.2 | -4.5
COc1cc(C(=O)NCCN2CCN(C(=O)c3cc(OC)c(OC)c(OC)c3)CC2)cc(OC)c1OC | 1.1% | 4.2 | -1.0% | 10.0% | 3.3% | -0.5% | -2.9% | -3.1 | 10.5 | 0.2
COc1cccc(N2CCN(C3CCCC(C)C3)CC2)c1 (centres undefined) | -1.1% | 29.3 | -15.6% | 17.1% | -6.2% | 1.1% | / | 7.5 | 8.9 | 0.2
CC1CCCN(S(=O)(=O)c2ccc(NC(=O)C3CCN(C(=O)C(C)(C)C)CC3)cc2)C1 (centres undefined) | -0.3% | 23.3 | -2.8% | ? | 1.3% | 2.6% | 28.4% | -19.4 | 0.2 | -3.1
COc1ccc(NC(=O)CN(C)C(=O)C2(c3ccccc3)CCCC2)cc1 | -0.8% | -0.7 | -14.5% | ? | 2.3% | / | 1.0%[46.1 µM] | 21.2 | -9.1 | /

Limited to KCNH2 3.1 inh and Eya2 phos inh, for some of the entries so far:
SMILES	KCNH2 3.1 inh	Eya2 phos inh
Cc1ccc(NC(=O)CC2CS(=O)(=O)CC2CC(=O)Nc2ccc(C)c(C)c2)cc1C (centres undefined)	-5.1	3.3%
COc1cc(C(=O)NCCN2CCN(C(=O)c3cc(OC)c(OC)c(OC)c3)CC2)cc(OC)c1OC	4.2	-1.0%

Screens: PubChem, National Center for Advancing Translational Sciences (NCATS)

Some of the compounds tested; count on the stated rates, not on these rows.
